From PubChem
Tb PFK inh – blocks T. brucei phosphofructokinase; T. brucei PFK, ADP-Glo luminescence; Potency, µM (series often up to 57.5 µM), for the others: at the highest dose activity, negative = inhibition, usual class: inhibitors; 0.17% of 330,000 active; AID 485367;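 note: potency is the fitted concentration of half-maximal effect; 0% = uninhibited 1x PFK enzyme wells and -100% = no-enzyme wells; nearly all actives have a fitted effect of over 60% in size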
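1.25 nM PFK with 0.5 mM F6P and 0.1 mM ATP in 0.1 M TEA pH 8.0, 5 mM MgCl2, incubated 45 min at room temperature; ADP measured by ADP-Glo luminescence; compounds titrated up to 57 uM.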
RORgamma inh – inhibitors of mouse ROR gamma transcriptional activity. AID 2551. Drosophila S2 Gal4-RORgamma UAS-luciferase reporter, 20 h. P51450. 5.4% of 310,000 active. Potency, µM (doses to about 53.6 µM), without a hit: at the top dose activity change, negative = inhibition, actives largely listed as inhibitors; note: potency is the fitted concentration of half-maximal effect; % is set by controls: 0 for no effect and ±100 for the full control effect; nearly all actives have a fitted effect of over 60% in size
Target sequence (P51450 whole entry, looked up, the tested form may be a part): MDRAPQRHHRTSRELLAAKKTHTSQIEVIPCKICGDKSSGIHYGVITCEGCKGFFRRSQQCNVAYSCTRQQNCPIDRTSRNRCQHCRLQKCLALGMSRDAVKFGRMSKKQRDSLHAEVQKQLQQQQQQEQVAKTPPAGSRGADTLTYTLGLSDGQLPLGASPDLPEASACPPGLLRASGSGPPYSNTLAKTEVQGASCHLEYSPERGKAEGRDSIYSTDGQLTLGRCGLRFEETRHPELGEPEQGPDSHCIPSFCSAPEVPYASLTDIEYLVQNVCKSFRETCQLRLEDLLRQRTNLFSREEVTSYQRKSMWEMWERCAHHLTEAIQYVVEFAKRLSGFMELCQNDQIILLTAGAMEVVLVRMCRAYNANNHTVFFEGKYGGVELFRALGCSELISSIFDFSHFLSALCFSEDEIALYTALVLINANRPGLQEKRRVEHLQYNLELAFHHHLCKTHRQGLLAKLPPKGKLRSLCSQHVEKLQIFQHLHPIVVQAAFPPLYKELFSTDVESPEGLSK
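Stably transfected Drosophila Schneider cells are the test system, with ROR gamma fused to Gal4 and luciferase under UAS control; luminescence is read after 20 hr of 700 uM copper sulfate induction at ambient temperature.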
FLuc modulator – firefly luciferase modulation, counter-screen for miR-21 project | Potency, µM (series often up to 57.5 µM), inactives show at the highest dose activity change, negative = inhibition, actives largely listed as inhibitors | 6.9% of 360,000 active | purified FLuc, Km substrates, luminescence inhibition | P08659;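 note: potency is the fitted concentration of half-maximal effect; plate controls were vehicle for no effect and reference inhibitor for full effect; nearly all actives have a fitted effect of over 55% in size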
Target sequence (P08659 whole entry, looked up): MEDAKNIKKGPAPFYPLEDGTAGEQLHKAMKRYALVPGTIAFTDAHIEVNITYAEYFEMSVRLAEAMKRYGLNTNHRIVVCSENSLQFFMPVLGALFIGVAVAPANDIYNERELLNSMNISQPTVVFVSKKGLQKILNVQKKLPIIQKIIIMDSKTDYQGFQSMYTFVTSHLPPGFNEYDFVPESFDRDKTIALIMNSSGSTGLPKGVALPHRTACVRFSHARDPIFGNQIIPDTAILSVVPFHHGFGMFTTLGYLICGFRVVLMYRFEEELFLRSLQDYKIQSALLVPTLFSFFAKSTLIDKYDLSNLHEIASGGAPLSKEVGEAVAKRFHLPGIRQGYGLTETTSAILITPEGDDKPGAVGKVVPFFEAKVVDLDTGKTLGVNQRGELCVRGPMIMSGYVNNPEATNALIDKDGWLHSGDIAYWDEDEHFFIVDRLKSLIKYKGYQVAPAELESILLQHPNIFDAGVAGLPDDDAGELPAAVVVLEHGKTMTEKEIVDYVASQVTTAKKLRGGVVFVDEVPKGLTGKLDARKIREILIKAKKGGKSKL
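Purified P. pyralis luciferase, 10 nM final, with Km-level 10 uM D-luciferin and 10 uM ATP in 50 mM Tris acetate pH 7.5, 10 mM Mg acetate, 0.01% Tween-20, 0.05% BSA; 6-point qHTS titration about 60 µM downward; luminescence read.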
uPA surface inh – cell surface uPA generation inhibition; cell surface uPA generation assay, qHTS; Potency, µM (titrated, usually from 38.3 µM), for the others: at the highest dose activity change, negative = inhibition, hits mostly inhibitors; 0.31% of 330,000 active; AID 540303; active = well fitted inhibition curve with a large enough effect; inconclusive = small, poorly fitted or top-dose-only effect; inactive = no such curve, though single readings can be large or run the other way; tested in mouse RAW 264.7 cells; note: potency is the fitted concentration of half-maximal effect; % is set by controls: 0 for no effect and ±100 for the full control effect; nearly all actives have a fitted effect of over 55% in size
Gal4-VP16 FLuc – Gal4-VP16 reporter inhibition counter-screen; 3.5% of 310,000 active; Potency, µM (highest dose often 53.6 µM), without a hit: at the top dose activity, negative = inhibition, hits mostly inhibitors; AID 2546; Drosophila S2 Gal4-VP16 UAS-luciferase, luminescence, 20 h;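 note: Gal4-VP16 expression switched on by copper sulfate through the metallothionein promoter; potency is the fitted concentration of half-maximal effect; % is set by controls: 0 for no effect and ±100 for the full control effect; nearly all actives have a fitted effect of over 50% in size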
KCNH2 3.1 block – KCNH2 3.1 (human) potassium channel inhibition; 0.95% of 340,000 active; activity change, % (tested at about 1.8 µM); U2OS KCNH2 3.1, thallium flux FluxOr; hits give low values;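 active = maximum activity change below -70%; inconclusive = maximum activity change from -70% to -50%; inactive = maximum activity change above -50%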;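 note: thallium influx rate constant from kinetic fluorescence after stimulation buffer; % is set by controls: 0 for no effect and ±100 for the full control effect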
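We transduce U2OS cells with the mutant 3.1 virus, culture them overnight, load FluxOr with Red40 quencher for 45 min, then add stimulation buffer and read kinetically for 2 min to derive a normalized rate constant.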
ELG1 genotox – genotoxicity induction in ELG1-luciferase HEK293T cells; HEK293T ELG1-luciferase reporter, luminescence, 16 h; Potency, µM (titrated, usually from 46 µM), for the others: at the top dose activity change, positive = activation, usual class: activators; 1.3% of 330,000 active; AID 504466; note: potency is the fitted concentration of half-maximal effect; % of control where 0% means no effect; nearly all actives have a fitted effect of over 60% in size
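DMSO vehicle served as control against compound-treated ELG1-luciferase HEK293T cells; exposure lasted 16 hr at 37 °C and 5% CO2, followed by ONE-Glo luminescence detection after 30 min.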
NPC1 promoter act – activators of NPC1 promoter; 2.4% of 320,000 active; Potency, µM (series often up to 9.22 µM), for inactives: at the top dose activation, hits mostly activators; Huh7 NPC1 promoter luciferase reporter, 24 h; AID 485313;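 note: potency is the fitted concentration of half-maximal effect; % of control where 0% means no effect; nearly all actives have a fitted effect of over 60% in size; reporter is driven by a mutant NPC1 promoter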
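Luciferase expression driven by the NPC1 promoter was measured in stably transfected Huh7 cells after a 24 h compound incubation, using a luciferase reagent and a luminescence read.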
Coupling enz – inhibits coupling enzyme system, counter-screen for aldolase hits | coupling enzyme system counterscreen, AmpLite Red fluorescence | activity change, negative = inhibition, % at 58.2 µM, hits read low | 0.67% of 290,000 active; in the data active = activity change below about -30%; note: % is set by controls: 0 for no effect and ±100 for the full control effect
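Counterscreen of the coupled detection system alone, without aldolase: glyceraldehyde-3-phosphate coupling enzymes plus AmpLite Red readout. Compounds at 57.5 uM final, 10 min RT preincubation, 20 min RT reaction, fluorescence 525/598 nm.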
Giardia kill – Giardia lamblia killing | Giardia lamblia trophozoite viability | activity change, % at 7.66 µM, hits read low | 0.15% of 340,000 active | AID 540267; in the data active = activity change below about -80%; inconclusive = between about -30% and that limit;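 note: parasites exposed to compound for two days anaerobically before the ATP read; % is set by controls: 0 for no effect and ±100 for the full control effect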
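Media and compound were dispensed first, then trophozoites at 100 cells/well; plates sat 48 hrs at 37 deg C without oxygen before ATP luminescence reagent was added and read after 15-30 min at room temperature.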
Rab9 prom act – activates the Rab9 promoter; Potency, µM (doses to about 9.22 µM), for inactives: top-dose activation, negative = inhibition, usual class: activators; Huh7 Rab9 promoter-luciferase reporter, luminescence, 24 h; 2.8% of 320,000 active; note: potency is the fitted concentration of half-maximal effect; % of control where 0% means no effect; nearly all actives have a fitted effect of over 60% in size
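Luminescence read-out: Huh7 cells stably expressing Rab9-luciferase, treated 24 h with compound at 37 °C, then lysed with luciferase reagent for 10 min at ambient before reading.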
An asterisk follows results filed as active; ? = inconclusive; nt = no result given; [ ] = another dose, or the depositor's remark. Unless noted, calls come from the whole dose curve; as a rule, active = well fitted curve in the direction sought with a large enough effect; inconclusive = small, poorly fitted or top-dose-only effect, or another doubt; inactive = no such curve, though single readings can be large; an effect the other way counts as inactive or inconclusive.

SMILES	Tb PFK inh	RORgamma inh	FLuc modulator	uPA surface inh	Gal4-VP16 FLuc	KCNH2 3.1 block	ELG1 genotox	NPC1 promoter act	Coupling enz	Giardia kill	Rab9 prom act
CCOc1ccccc1C(=O)Nc1nnc(Cc2ccc(OC)c(OC)c2)s1	1%	44%	2%	-5%	7%	10	-13%	4%	2	-11	2%
CC(Sc1ccccn1)C(=O)Nc1ccc2c(c1)OCO2 (stereo not given)	0%	nt	?	?	nt	-2	11%	9%	nt	-3	13%
CCC(C)NC(=O)C1CN(S(=O)(=O)c2ccccc2)CCN1S(=O)(=O)c1ccccc1 (stereo not given)	0%	?	-1%	-2%	-4%	5	0%	8%	1	-4	-1%
O=C(NCc1ccccc1)NC1CCS(=O)(=O)C1 (stereo not given)	-13%	3%	0%	-3%	7%	-10	1%	-2%	2	27	-5%
COc1cc2c(cc1NC(=O)COC(=O)[C@@H](NC(=O)c1ccccc1)C(C)C)oc1ccccc12	3%	8.9µM*	1%	-1%	?	-4	-3%	12%	-3	-8	21%
O=C(Nc1cccc2ncccc12)c1ccc(OCc2ccccc2)cc1	0%	43%	5%	-3%	-8%	8	-8%	-16%	1	0	-7%
OC1(c2ccccc2)CNCCc2ccccc21 (stereo not given)	-4%	21%	-1%	5%	-9%	-5	-4%	-1%	0	-15	-7%
O=C(Nc1ccccc1)C1=C[C@H](c2csc3ccccc23)C[C@H](OCCCCO)O1	-2%	40%	-11%	-3%	3%	-29	-7%	1%	-1	14	9%
CCc1ccc(NC(=O)CCc2nnc3ccc(N4CCCC4)nn23)cc1	19%	16%	4%	-5%	3%	-6	-3%	-1%	nt	-1	3%
Cc1cccc(NC(=O)CSC2=NN3CCCC(=O)N=C3S2)c1C	-1%	21%	-3%	16%	-4%	0	-3%	-2%	3	-4	0%
Cc1cc(C)c(OCC(=O)Nc2cc(C(=O)O)cc(C(=O)O)c2)cc1C	21µM*	-10%	?	0%	-6%	0	1%	-1%	5	-14	-7%
Cc1csc2nc(O)c(C(=O)NCCCc3ccccc3)c(=O)n12	-1%	nt	2%	-1%	nt	-2	-6%	7%	nt	-5	-3%

Part of the list above, with values under each structure:
Order of results: Tb PFK inh | RORgamma inh | FLuc modulator | uPA surface inh | Gal4-VP16 FLuc | KCNH2 3.1 block | ELG1 genotox | NPC1 promoter act | Coupling enz | Giardia kill | Rab9 prom act
O=C(Nc1cccc2ncccc12)c1ccc(OCc2ccccc2)cc1
 : 0% | 43% | 5% | -3% | -8% | 8 | -8% | -16% | 1 | 0 | -7%
OC1(c2ccccc2)CNCCc2ccccc21 (stereo not given)
 : -4% | 21% | -1% | 5% | -9% | -5 | -4% | -1% | 0 | -15 | -7%

(continued)
SMILES	Tb PFK inh	RORgamma inh	FLuc modulator	uPA surface inh	Gal4-VP16 FLuc	KCNH2 3.1 block	ELG1 genotox	NPC1 promoter act	Coupling enz	Giardia kill	Rab9 prom act
Cc1cc(C(=O)COC(=O)c2ccc(Cl)c(S(N)(=O)=O)c2)c(C)n1C1CC1	0%	nt	4.8µM*	-20%	nt	-4	15%	4µM*	nt	-5	1.8µM*
CC[C@H](C)[C@H](NC(N)=O)C(=O)Nc1ccc(S(=O)(=O)NC(C)C)cc1	2%	-1%	2%	-24%	2%	-14	0%	-2%	2	1	-16%
O=C(/C=C/c1ccccc1)N(Cc1cccs1)C1CCS(=O)(=O)C1 (stereo not given)	-7%	20%	-2%	2%	5%	2	-6%	0%	2	40[activator]	-8%
Cc1ccc(C)c(NC(=O)C(=O)NCc2ccccn2)c1	4%	10%	1%	-3%	-3%	21	1%	-1%	2	8	2%
CC(C)Cc1nnc(NC(=O)C2CCCC2)s1	-1%	-5%	-4%	-1%	-12%	-8	?	13%	1	27	19%
CN(C)CCCNC(=O)C(=O)Nc1ccc2c(c1)N(S(=O)(=O)c1cccs1)CCC2	0%	nt	-1%	-6%	nt	-4	1%	2%	nt	-4	-6%
C=CCNC(=S)N(CC=C)C1CCS(=O)(=O)C1 (stereo not given)	2%	-18%	-1%	-3%	-4%	8	-1%	-2%	-1	-3	-1%
Cc1ccc(-c2n[nH]c(=O)c3ccccc23)cc1S(=O)(=O)N(C)CCO	0%	6%	-1%	-3%	-3%	-8	5%	12%	-2	10	-5%
Cc1cccc(C2C3=C(CCCC3=O)N=C3c4ccccc4C(=O)C32)c1 (stereo not given)	-1%	-21%	-5%	-17%	0%	-9	2%	1%	-1	9	-7%
COc1ccccc1NC(=O)CCc1nc2sc3c(c2c(=O)[nH]1)CCCC3	-3%	nt	4%	1%	nt	6	-2%	2%	nt	-2	-8%
COc1ccc(NC(=O)CSc2nnc(CNC(=O)c3cccs3)o2)c(OC)c1	-1%	-29%	1%	0%	-4%	5	0%	-2%	0	13	-4%
Oc1ccc(/C=N/Nc2nc(-c3ccc(Cl)cc3)cc(C(F)(F)F)n2)cc1	-2%	33%	27µM*	2%	-28%	-32	-7%	2%	-4	7	-3%
O=C(CSC1=NCCS1)Nc1nc(-c2ccccc2)cs1	-3%	-31%	?	1%	-4%	-13	8%	18%	-6	-5	18%
CN(CC(=O)Nc1ccccc1C(F)(F)F)C(=O)c1ccc(-c2ccc(Cl)cc2)o1	0%	nt	?	0%	nt	5	-5%	1%	nt	1	1%
O=C(Nc1ccc(S(=O)(=O)NC2=NCCCCC2)cc1)c1ccc2ccccc2n1	-2%	5%	?	-4%	3%	0	5%	-3%	-6	-25	-4%
CSc1ccccc1NC(=O)CN(C)CC(=O)Nc1ccc(Cl)cc1F	0%	11µM*	5%	2%	?	6	1%	-1%	0	-4	-2%
COc1ccc(Nc2nnc(C)c3ccccc23)cc1	4%	30%	?	0%	11%	2	17%	30%	-2	-25	21%
Cc1cccc(NS(=O)(=O)c2cc(C(=O)NCCC3=CCCCC3)ccc2Cl)c1	10%[0.46 µM]	?	-1%	-19%	-1%	-9	-10%	-3%	0	-3	-5%
COc1ccc(NC(=O)CN(Cc2ccccc2)Cc2ccccc2)cc1S(N)(=O)=O	8%	?	-1%	-1%	-5%	2	0%	-3%	-4	15	-7%
COc1ccccc1-n1c(CNc2ccc(F)cc2)nnc1SCC(=O)Nc1cc(C)on1	-1%	?	2%	-4%	-12%	10	0%	1%	0	4	-7%
Cc1cccc(OCC(=O)NC2CC(C)(C)NC(C)(C)C2)c1	0%	?	-1%	4%	0%	-1	3%	1%	3	0	-2%
CCN1C(=O)[C@H]2[C@H]3[C@H](O)[C@H](O)C/C(=N\O[C@H](C)c4cn([C@H](CO)Cc5ccccc5)nn4)[C@@H]3CC[C@H]2C1=O	4%	6%	5%	nt	5%	nt	-3%	-2%	2	nt	3%
O=C(C1CCCN(S(=O)(=O)c2ccc(Cl)cc2)C1)N(Cc1cccs1)C1CC1 (stereo not given)	-16%	42%[0.365 µM]	4%	2%	nt	-6	-15%	-2%	1	11	-3%
Cc1cccc(NC(=O)CN(C)CC(=O)NC(c2ccccc2)c2ccccc2)c1C	1%	nt	nt	9%	nt	-20	0%	1%	nt	11	-9%
CCN(CC)S(=O)(=O)c1cccc(-c2nnc(SCCCC(=O)c3ccc(F)cc3)o2)c1	4%	?	-2%	-3%	-19%	-33	-18%	-2%	1	6	-5%
Cc1ccc(CCN2C(Nc3ccccc3)=NC[C@@H]2C)cc1	2%	nt	3%	-1%	nt	1	2%	-4%	nt	-10	-1%
O=c1o[nH]c(-c2ccccc2)c1C1=NCCCCC1	-3%	5%	5%	-1%	1%	-4	1%	-5%	10	-2	-7%
Cc1nnc(NC(=O)CSc2ccc(-c3cccnc3)nn2)s1	-7%	-2%	-13%	-4%	10%	-2	-11%	5%	6	22	-2%
Cc1ccc(NC(=O)CSc2nnc(-c3ccco3)o2)cc1	-1%	-8%	6%	1%	0%	-12	29%	0%	-5	11	4%
CCN1CCN(C(=O)Cn2cnc3sc(C)c(S(=O)(=O)N4CCN(c5ncccn5)CC4)c3c2=O)CC1	-1%	6%	0%	1%	-1%	-2	-1%	0%	0	-9	4%
C/C(NCCCn1ccnc1)=C(\C#N)C(N)=O	1%	4%[10 µM]	7%	11%	0%	nt	?	3%	0	12	10%
Cc1ccc(S(=O)(=O)Nc2ccc3c(c2)OCCO3)cc1C	-2%	?	21µM*	-1%	-17%	5	5%	-3%	0	6	0%
Cc1nnc(NC(=O)CSc2nc3ccccc3[nH]2)s1	14%	6%	-4%	-2%	0%	-10	3%	-3%	-3	-8	2%
COc1ccc(C2C3=C(N=C4SCC(=O)N42)c2ccccc2CC3)cc1 (stereo not given)	-2%	-1%	11µM*	0%	?	-21	?	29%	-9	-11	23%
C/C(=N\NC1=NCCN1)c1ccc(Cl)cc1	-1%	2%	3%	-4%	-1%	2	0%	-4%	2	24	-3%
CC(NC(=O)c1ccc(NS(C)(=O)=O)cc1)c1ccccc1 (stereo not given)	1%	2%	2%	-9%	4%	-17	2%	4%	-3	-14	-1%
Cc1cccc(C)c1NC(=O)CSc1nnc([C@H](C)NC(=O)OC(C)(C)C)o1	-5%	8%	-1%	nt	2%	2	1%	23%	0	6	3%
